# TcdB inh: TcdB glycohydrolase inhibition; P18177; TcdB glycohydrolase enzymatic assay, plate reader; inhibition, % at 9.99 µM; actives 0.24% (n = 350,000); in the data active = inhibition above about 10%
# PrPC TRFRET: inhibitors of human cell surface prion protein PrPC; inhibition, % at 13.8 µM; TR-FRET read-out; P04156; actives 0.43% (n = 370,000); in the data active = inhibition above about 24%; also: 0% = median of the test wells and 100% = reference compound wells
# BH1578 lux ind: induces V. cholerae light production without autoinducers; V. cholerae BH1578 lux reporter, luminescence, 6 h; activation, % at 18.7 µM; actives 0.16% (n = 350,000); AID 588436; in the data active = activation mostly above about 9.7%, no sharp cut-off; also: not every result past the cut was called active; inactives centre near 0; reference of the scale not given here
# SARS 3CLpro inh: SARS-CoV 3CLpro protease inhibition; recombinant SARS-CoV 3CLpro, quenched FRET peptide cleavage; P0C6X7; inhibition, % at 6 µM; actives 0.14% (n = 290,000); AID 1706; in the data active = inhibition above about 12%
# CCHF vOTU inh: CCHFV vOTU protease inhibition | Pep-AMC fluorescence | actives 0.55% (n = 370,000) | inhibition, % at 11.5 µM; in the data active = inhibition above about 30%; also: 0% = vehicle wells with enzyme and 100% = no enzyme wells
# VHR inh abs: DUSP3 (human) phosphatase inhibition | AID 1654 | actives 0.52% (n = 290,000) | inhibition, % at 13.3 µM | recombinant VHR phosphatase, pNPP absorbance; in the data active = inhibition above about 50%; also: some compounds called inactive have numbers as strong as hits
# Target sequence (P51452 whole entry, looked up): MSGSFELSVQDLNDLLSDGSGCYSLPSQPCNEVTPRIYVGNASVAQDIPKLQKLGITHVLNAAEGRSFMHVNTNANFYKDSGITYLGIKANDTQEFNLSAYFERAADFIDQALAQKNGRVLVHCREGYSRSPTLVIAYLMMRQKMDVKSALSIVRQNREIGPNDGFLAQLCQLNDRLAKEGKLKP
# Rv3671c inh: Rv3671c (M. tuberculosis) protease inhibition; inhibition, % at 5.96 µM; actives 0.048% (n = 320,000); in the data active = inhibition above about 38%;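 also: extracellular domain of Rv3671c used as enzyme; 0% = enzyme with DMSO and 100% = no enzyme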
# Target sequence (P9WHR9 whole entry, looked up, the tested form may be a part): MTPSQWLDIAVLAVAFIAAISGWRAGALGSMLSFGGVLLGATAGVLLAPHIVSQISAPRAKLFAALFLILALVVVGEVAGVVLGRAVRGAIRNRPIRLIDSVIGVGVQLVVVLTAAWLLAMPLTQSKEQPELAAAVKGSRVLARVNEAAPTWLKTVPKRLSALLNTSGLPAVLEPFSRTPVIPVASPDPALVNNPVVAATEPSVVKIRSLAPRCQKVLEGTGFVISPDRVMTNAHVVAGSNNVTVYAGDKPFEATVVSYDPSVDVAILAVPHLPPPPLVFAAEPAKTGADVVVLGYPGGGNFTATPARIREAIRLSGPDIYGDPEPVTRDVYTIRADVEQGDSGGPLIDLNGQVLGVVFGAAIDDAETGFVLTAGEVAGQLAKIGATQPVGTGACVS
# MazF activator: MazEF (E. coli) toxin RNase activation; P0AE70; FAM/BHQ RNA-DNA oligo cleavage fluorescence, 5 h; activation, % at 20 µM; actives 0.32% (n = 350,000); in the data active = activation above about 50%
# Target sequence (P0AE70 whole entry, looked up): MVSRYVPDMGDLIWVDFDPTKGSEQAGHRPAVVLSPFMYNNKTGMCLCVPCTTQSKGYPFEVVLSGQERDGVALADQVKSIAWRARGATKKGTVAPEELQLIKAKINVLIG
# Y pestis TopoI: inhibitors of Yersinia pestis topoisomerase I | Y. pestis Topo-I cleavage product accumulation, plate reader | actives 0.064% (n = 360,000) | activity, % at 10 µM; in the data active = activity above about 50%, passing the limit was not always enough; also: inactives centre near 2
# PriA SSB inh: K. pneumoniae PriA-SSBct interaction inhibition; inhibition, % at 33 µM; actives 0.6% (n = 430,000); AlphaScreen SSBct-PriA binding, biotinylated peptide; in the data active = inhibition mostly above about 37%, no sharp cut-off; inactive = mostly below about 20%;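 also: plate controls were negative control peptide for no effect and reference peptide for full effect; strong numbers were not always called active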
# * marks the source's active call; other numbers are inactive results; i = inactive; · = not tested or not shown; & = joins results of further samples. An excerpt (hit frequency here may not be typical).
SMILES,TcdB inh,PrPC TRFRET,BH1578 lux ind,SARS 3CLpro inh,CCHF vOTU inh,VHR inh abs,Rv3671c inh,MazF activator,Y pestis TopoI,PriA SSB inh
CC1=C(C(=O)N2CCOCC2)CC(CC(=O)NCc2cccs2)C(=O)N1Cc1ccc(F)cc1 (stereo not given),-0.3,0,-0.4,·,-8,·,·,5,4,·
Cc1ccc2nc(N3CCC(C(=O)O)CC3)nc(-c3ccccc3)c2c1,-1.4,0,i,1,-7,-8,-4,-6,3,-17
NC(=O)c1oc2ccccc2c1NC(=O)c1ccccc1,·,2,i,3,10,3,-2,8,1,6
COC(=O)c1sc(NC(=O)c2c(F)cccc2F)c(C#N)c1C,2.0,0,2.3,3,-2,8,-11,-1,4,-6
O=C(CC1S/C(=N/N=C/C=C/c2ccccc2)NC1=O)Nc1ccc(C(=O)O)cc1 (stereo not given),-0.2,-3,-1.3,5,-4,27,-4,-11,-6,·
CCOc1ccc(CN(CCO)CCO)cc1C(=O)OC,·,-6,i,4,21,19,-9,9,6,-9
O=S1(=O)C[C@H]2NC(=S)N(c3ccccc3)[C@H]2C1,1.0,-6,0.8,-1,9,18,7,1,2,-19
O=C(NCCC1=CCCCC1)C1CCCN(S(=O)(=O)c2cccnc2)C1 (stereo not given),1.5,9,-0.9,-2,-2,-4,0,1,10,-9
CC1CCCC(NC(=S)Nc2ccc(SC(F)F)cc2)C1C (stereo not given),·,-1,i,5,13,2,-14,8,-5,-21
COc1cccc(/C=C2\SC(=S)N(N3C(=O)CCCC3=O)C2=O)c1,0.6,12,i,4,8,18,4,-10,25,-1
Cc1c(C(=O)C(=O)NCc2cccs2)c2ccccc2n1C,3.3,-3,i,2,5,18,-1,4,-6,0&-13
Cn1c(N)c(C(=O)CSc2nnc(N)s2)c(=O)n(C)c1=O,0.1,1,-2.9,·,6,·,-11,10,-2,-7
COC(=O)c1c(NC(=O)c2ccoc2C)sc2c1CCC2,·,-6,3.1,6,1,-5,-10,-5,-2,0
Cc1cc(C)c(S(=O)(=O)NCC2CCC(C(=O)NCc3ccc4c(c3)OCO4)CC2)c(C)c1 (stereo not given),0.2,5,i,4,-17,25,-24,-11,26,-9
CC(C)NC(=S)NNc1ncnc2sc3c(c12)CC(C)(C)OC3,0.3,7,i,·,-7,·,5,13,0,-7
S=C1SC2(CCCCCC2)NC2=C1CCCCC2,1.0,7,i,·,6,·,·,0,7,·
Cc1ccc(/C=N/N2CCN(Cc3ccccc3)CC2)o1,·,-5,1.7,-1,-20,11,-2,3,9,·
CC(=O)c1ccc(N2CCN(C(=O)CCN3C(=S)NC(C)(C)CC3C)CC2)cc1 (stereo not given),4.3,2,-2.8,0,-11,5,0,-4,3,-6
O=C(NCc1ccc2c(c1)OCO2)C1CCCN1C(=O)Nc1ccc(F)cc1 (stereo not given),·,0,-0.4,0,20,12,-4,-7,-4,-9
O=C(CN1CCCCC1)N/N=C/c1ccc(Cl)cc1Cl,0.8,-2,i,8,-9,23,-1,5,4,·
O=C(/C=C/c1ccccc1)Nc1ccc(CN2CCOCC2)cc1,0.9,-15,i,-2,8,21,-14,7,3,1
CCCCOCCO,0.8,4,-2.4,·,-11,·,·,4,-4,-7
O=C(CCNC(=O)c1ccc(Br)cc1)NCc1cccnc1,1.1,-2,5.9,·,-7,·,7,2,-1,-10
Cc1ccc(C)n1-c1nnc(N2CCC(C(=O)NCCCN3CCN(C)CC3)CC2)s1,-0.8,-1,-0.2,4,2,13,-1,7,2,4
CCOc1ccc(NC(=S)N2CCN(c3ccc(N4CCOCC4)nn3)CC2)cc1,1.4,0,5.6,-6,-29,18,-11,4,5,1

# Further compounds.
SMILES,TcdB inh,PrPC TRFRET,BH1578 lux ind,SARS 3CLpro inh,CCHF vOTU inh,VHR inh abs,Rv3671c inh,MazF activator,Y pestis TopoI,PriA SSB inh
CCN(CC)C(=O)C1CCCN(Cc2ccc(N(C)C)cc2)C1 (stereo not given),·,-4,-0.3,·,-8,18,-2,2,7,-3
CC(O)CNCCCOc1ccc(Cl)cc1C(C)(C)C (stereo not given),3.5,-1,i,-1,5,-10,6,-6,-16,-4
O=C(Nc1ccc(Cl)cc1)c1ccc(-n2cccn2)c([N+](=O)[O-])c1,·,-8,3.8,5,-3,22,-12,21,-6,10
C=C1c2cc(C)ccc2NC(=O)N1c1ccc(C)cc1,·,-4,i,1,16,-6,-11,3,-3,-4
COCCCNC(=O)CCn1c(=O)c2ccccc2n(CC(=O)NCCc2ccc(OC)c(OC)c2)c1=O,0.8,4,i,-5,4,3,6,-22,-2,4
CC1CCc2nc(NC(=O)c3ccc(N4C(=O)CCC4=O)cc3)sc2C1 (stereo not given),-2.3,1,-4.2,2,8,0,-11,6,12,-1
CCCCC1S/C(=N/N=C/c2ccco2)NC1=O (stereo not given),1.2,0,i,2,10,-7,4,-6,0,·
Cc1ccc(-c2nn(CC(=O)NC(C)c3ccccc3)c(=O)c3ccccc23)cc1 (stereo not given),·,2,-0.6,3,-3,34,1,-18,-4,-9
CC(=O)c1ccc(N2CCN(C(=O)Nc3ccc(Cl)cc3)CC2)cc1,2.5,16,-0.1,-2,19,16,4,14,21,7
CN(CCc1ccccc1)C(=O)c1cccc(NC(=O)Cc2cccc(NC(=O)C3CCCN(C(=O)C4CCC4)C3)c2)c1 (stereo not given),1.6,6,i,·,-4,·,·,-22,32,-5
COCCNC(=O)C1CC(c2ccc([N+](=O)[O-])cc2)=NO1 (stereo not given),0.5,-35,-0.4,0,-2,32,0,1,9,-8
O=C(Nc1ccccc1)Nc1ccc(C(=O)N2CCOCC2)cc1,·,1,-0.4,-4,9,-13,3,2,-2,-10
CC(=O)c1c(C)n(-c2ccc(C)cc2)c2ccc(O)cc12,-9.2,1,i,-2,-6,1,8,-21,-8,-1
CC(/C=C/c1ccccc1)=N/NC(=O)c1cc([N+](=O)[O-])cc([N+](=O)[O-])c1,0.1,-6,i,0,3,2,-5,12,-4,·
COc1ccc(C2C(C(N)=O)=C(C)Nc3nc(-c4ccccc4Cl)nn32)c(OC)c1 (stereo not given),0.9,6,-0.2,2,12,21,8,6,3,-1
Cn1c(CNc2ccccn2)c(C#N)c2ccccc21,·,2,-0.1,7,0,1,-8,-2,0,-6
Cc1ccc(S(=O)ONc2cccc(NOS(=O)c3ccc(C)cc3)c2)cc1 (stereo not given),0.6,3,-2.9,·,18,·,·,9,5,·
Cc1nnc(SCC(=O)NNC(=O)c2ccco2)n1-c1ccccc1,0.5,-5,-4.3,-3,-10,15,0,-2,-1,6
CCOC(=O)N1CCN(C(=O)c2cn(C)c3ccc(S(=O)(=O)N4CCC(C)CC4)cc3c2=O)CC1,1.6,1,i,3,-4,14,4,3,4,-8
COC(=O)c1c(C)[nH]c(C(=O)COC(=O)Cc2ccc3c(c2)OCCO3)c1C,·,10,-0.2,-1,14,15,9,-1,21,-2
COc1cc(OC)c(NC(=O)CCc2ccccc2)cc1Cl,·,-1,i,8,3,6,-2,-2,-8,-31
COc1ccc2c(c1OC)C(=O)OC2Nc1nc(-c2ccc(-c3ccccc3)cc2)cs1 (stereo not given),·,1,-0.3,-2,-10,-4,9,-5,-7,-7
S=C(c1ccccc1)N1CCCC1,-0.1,5,i,-5,0,9,6,11,0,-2
C[n+]1c2n(c3ccccc31)N=C(c1ccc(Br)cc1)CS2,·,-5,-0.7,-6,8,6,-8,0,1,-4
Cc1cc(S(=O)(=O)NCc2cccnc2)ccc1F,-3.8,-7,-0.7,7,-8,13,1,1,-2,1

# (more compounds)
SMILES,TcdB inh,PrPC TRFRET,BH1578 lux ind,SARS 3CLpro inh,CCHF vOTU inh,VHR inh abs,Rv3671c inh,MazF activator,Y pestis TopoI,PriA SSB inh
COc1ccc(N2C(=O)C(C)C(Cc3ccc(C)cc3)C2=O)cc1 (stereo not given),0.4,10,i,-5,-10,-4,0,0,-1,-25
Cn1c(SCC(=O)Nc2ccc(F)cc2)nnc1-c1cccnc1,0.3,-1,-0.2,-1,-5,11,-2,3,-3,-5
CCOc1ccccc1-n1nnnc1SCC(=O)NCC1(N2CCOCC2)CCCCC1,-0.6,2,-0.2,·,10,·,-2,-14,8,10
COc1cccc(OCc2cc(C(=O)N3CCN(C(C)=O)CC3)no2)c1,0.7,1,-0.3,4,4,-3,7,5,10,-6
Cc1ccc(CNC(=O)CS(=O)(=O)Cc2nc(-c3ccc(C)cc3)oc2C)cc1,-0.1,-1,2.4,6,1,7,-21,6,-3,-5
O=C(NCC1OCCc2ccccc21)c1ccc(NC(=O)c2ccc(Cl)cc2)cc1 (stereo not given),·,1,-1.1,1,-26,38,-42,-12,-2,-14
COc1ccccc1CCC(=O)Nc1ccc2c(c1)CN(Cc1ccc(CO)o1)CC2,1.0,-1,1.6,-3,-2,21,-11,0,20,10
O=C(CSc1nc2cccnc2n1Cc1ccccc1)NC1CCCCC1,·,2,·,5,6,-5,0,3,3,-3
Cc1ccccc1C(=O)Nc1ccccc1C(=O)N/N=C\c1ccco1,·,5,-0.4,4,5,17,-3,6,-11,·
Cc1nc2nc[nH]n2c(=O)c1NS(=O)(=O)c1ccc(F)cc1,-0.1,-3,-0.5,2,-4,24,12,2,-3,-19
